TrxR1 substrate: substrates of rat thioredoxin reductase 1; O89049; purified TrxR1 substrate turnover, NADPH consumption readout; Potency, µM (titrated, usually from 114 µM), for inactives: at the top dose activity change, negative = substrate turnover; 390,000 tested, 0.01% active; AID 588456; also: potency is read from the fitted curve at half-maximal effect; % is scaled to controls: 0 for no effect and ±100 for the full control effect; nearly all actives have a fitted effect of over 50% in size
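Rat TrxR1, dispensed at 90 nM, was prereduced with 400 uM NADPH (final) for 5 min at ~22 deg C, then incubated with compound 15 min before 400 uM selenite. A first-read NADPH fluorescence drop versus no-compound background flagged substrates.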
D2 antag: D2 dopamine receptor (human) antagonism; HEK293 TREx D2 cells, calcium flux, dopamine EC80; inhibition, % at 10 µM; 340,000 tested, 2% active; AID 485344; in the data active = inhibition above about 30%; also: 0% is about no effect
Target sequence (P14416 whole entry, looked up): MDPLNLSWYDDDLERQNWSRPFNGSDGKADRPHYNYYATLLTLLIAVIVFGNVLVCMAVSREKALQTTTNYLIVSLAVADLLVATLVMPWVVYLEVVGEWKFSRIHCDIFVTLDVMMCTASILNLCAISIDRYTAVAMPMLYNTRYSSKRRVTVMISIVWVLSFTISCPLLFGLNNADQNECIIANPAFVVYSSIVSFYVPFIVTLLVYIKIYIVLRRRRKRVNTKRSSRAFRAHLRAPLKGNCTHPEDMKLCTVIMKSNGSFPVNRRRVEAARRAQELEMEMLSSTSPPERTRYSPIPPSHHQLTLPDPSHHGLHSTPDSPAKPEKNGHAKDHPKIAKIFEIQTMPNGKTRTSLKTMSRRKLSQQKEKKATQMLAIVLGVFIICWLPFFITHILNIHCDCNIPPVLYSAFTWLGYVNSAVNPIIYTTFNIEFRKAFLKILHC
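Tetracycline-induced HEK293 TREx cells expressing D2 receptor forced-coupled to calcium signalling, loaded with no-wash calcium dye. Compounds added and calcium flux read 180 s, then dopamine added at EC80 and read a further 180 s.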
D2 agonist: activates the human D2 dopamine receptor | P14416 | HEK293 T-REx D2 cells, calcium flux agonist mode | activation, % at 2 µM | 340,000 tested, 0.53% active | AID 485358;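 active = activation over 3 SD above normal in the single-dose calcium agonist read, cut at about 30% in these data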; also: 0% is about no effect
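Agonism scored from kinetic calcium signal (1 read/sec, 180 s) following compound pin transfer, after a 10 s baseline. Cells: HEK293 Trex line expressing inducible D2 receptor coupled to calcium, dye-loaded after overnight culture at 30 C.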
TrxR1 inh: blocks rat thioredoxin reductase 1 | Potency, µM (top dose mostly 114 µM), for the others: at the highest dose activity change, negative = inhibition, most hits filed as inhibitors | recombinant rTrxR1, NADPH fluorescence consumption, selenite substrate | 390,000 tested, 1% active; also: potency is read from the fitted curve at half-maximal effect; % is scaled to controls: 0 for no effect and ±100 for the full control effect; nearly all actives have a fitted effect of over 65% in size
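Rat TrxR1 (90 nM in the dispensed reagent) was pre-reduced with 400 uM NADPH for 5 min at room temperature, then incubated with compound for 15 min. After 400 uM selenite was added, NADPH fluorescence (Ex 340/Em 450 nm) was followed for 8 min.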
mIDH1 inhibitor: blocks human mutant IDH1 R132H enzyme | IDH1-R132H enzyme, NADPH consumption, diaphorase/resazurin fluorescence | Potency, µM (series often up to 76.6 µM), without a hit: top-dose activity change, negative = inhibition, usual class: inhibitors | 390,000 tested, 0.093% active; also: potency is read from the fitted curve at half-maximal effect; % is scaled to controls: 0 for no effect and ±100 for the full control effect; nearly all actives have a fitted effect of over 65% in size
Target sequence (O75874 whole entry R132H, stated change not applied): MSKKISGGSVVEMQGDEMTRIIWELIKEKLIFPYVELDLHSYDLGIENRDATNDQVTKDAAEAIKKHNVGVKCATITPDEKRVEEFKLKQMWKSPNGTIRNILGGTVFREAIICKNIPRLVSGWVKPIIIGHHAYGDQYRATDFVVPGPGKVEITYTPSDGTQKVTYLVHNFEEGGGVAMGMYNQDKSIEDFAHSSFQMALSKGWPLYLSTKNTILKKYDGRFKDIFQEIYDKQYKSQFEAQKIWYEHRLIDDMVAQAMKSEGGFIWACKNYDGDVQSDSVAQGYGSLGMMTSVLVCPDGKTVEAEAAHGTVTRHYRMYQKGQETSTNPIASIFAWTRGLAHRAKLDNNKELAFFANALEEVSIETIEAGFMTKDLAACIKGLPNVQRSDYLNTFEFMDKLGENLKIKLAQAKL
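IDH1-R132H (0.5 ug/mL) preincubated 30 min with compound, then NADPH (0.016 mM) and alpha-KG (2 mM) added; 80 min at RT, pH 7.5. Remaining NADPH coupled via diaphorase/resazurin to fluorescence (540/590 nm); concentration-response curves normalized to no-enzyme control.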
TRHR ag: TRH receptor (human) agonism; 360,000 tested, 0.18% active; activation, % at 2 µM; TRHR cells, calcium flux fluo-8, FDSS agonist mode; P34981; in the data active = activation above about 30%; also: 0% is about no effect
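Read-out: compound-evoked intracellular calcium rise in TRHR cells, fluo-8 dye, kinetic FDSS fluorescence at 1 s/cycle following a 10-cycle baseline. Cells cultured overnight before dye loading (30 min–1.5 h, RT).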
USP1 inh: USP1/UAF1 (human) deubiquitinase inhibition | recombinant USP1/UAF1, Ub-Rhodamine cleavage fluorescence | Potency, µM (highest dose often 57.1 µM), for inactives: top-dose activity change, negative = inhibition, usual class: inhibitors | 390,000 tested, 0.23% active; also: potency is read from the fitted curve at half-maximal effect; % is scaled to controls: 0 for no effect and ±100 for the full control effect; nearly all actives have a fitted effect of over 60% in size; inactives centre near -12
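USP1/UAF1 complex (1 nM) preincubated 15 min at room temperature with compound, then Ub-Rho substrate (150 nM final) added. Kinetic fluorescence at 480/540 nm over 6 reads at 60 s intervals; 50 mM HEPES pH 7.8, 0.5 mM EDTA, 0.1 mg/ml BSA, 1 mM TCEP, 0.01% Tween-20.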
PI4K2A block: inhibitors of human PI4K2A; Q9BTU6; purified PI4K2A, ADP-Glo luminescence, 1 h; active compounds read low; AID 1346378; activity change, negative = inhibition, % at 76.9 µM; 420,000 tested, 0.13% active; in the data active = activity change below about -50%; inconclusive = mostly about -30% to -49%;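 also: -100% = wells without enzyme as full effect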
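ADP-Glo luminescence measured ADP generated by PI4K2A enzyme (4 ug/mL before mixing) with 1.2 mM PI substrate (pre-mix) and 300 microM ATP (pre-mix). Tris pH7.5 buffer with MgCl2, Triton X-100; 1 h reaction at ambient temperature.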
TRHR enhancer: TRH receptor (human) allosteric enhancement | P34981 | TRHR cells, fluo-8 calcium fluorescence, EC20 TRH enhancement | enhancement, % at 2 µM | 360,000 tested, 0.66% active | AID 493056; in the data active = enhancement above about 30%; also: 0% is about no effect
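Enhancer read-out: after compound pinning and an initial kinetic agonist-mode read, an EC20 of TRH (10 nM final) was injected and fluo-8 calcium signal (Ex 480/Em 530) followed at 1 s/cycle for 100 cycles in TRHR-expressing cells.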
Numbers without * were called inactive; u = inconclusive; x = not tested or not shown; [ ] = another dose, or the depositor's remark. Unless noted, calls follow the shape of the dose curve; as a rule, active = well fitted inhibition curve with a large enough effect; inconclusive = small, poorly fitted or top-dose-only effect; inactive = no such curve, though single readings can be large or run the other way.

Every second line gives: TrxR1 substrate	D2 antag	D2 agonist	TrxR1 inh	mIDH1 inhibitor	TRHR ag	USP1 inh	PI4K2A block	TRHR enhancer
1. O=C(NC(=S)Nc1ccccc1O)c1ccccc1Cl
  -4%[57.1 µM]	-14	0.4	3%[57.1 µM]	13%	0.0	-22%	0	-5
2. CCc1ccc(CN(C)C(=O)CCc2nc3ccccc3n(-c3ccc(OC)cc3)c2=O)cc1
  -7%[57.1 µM]	-11	0.9	5%[57.1 µM]	-9%	0.5	-18%	-14	-8
3. CN(c1ccc(C(=O)Nc2cccnc2)cc1)S(=O)(=O)c1ccc(Cl)cc1
  -4%	-21	-0.6	6%	2%	-0.5	-19%	-2	-1
4. CCn1c(C)c(C(C)=O)c(SC)nc1=S
  8%[57.1 µM]	-20	0.0	7%[57.1 µM]	8%	1.1	-10%	3	-2
5. Brc1ccccc1OCCCN1CCCC1
  4%	-20	-1.0	12%	2%	0.6	-20%	5	0
6. CCOc1ccc(CCNC(=O)c2cc(=O)[nH]c3ccc(S(=O)(=O)N4CCCCC4)cc23)cc1OCC
  2%[57.1 µM]	x	0.0	22%[57.1 µM]	8%	-0.2	-27%	2	-6
7. Cc1ccc(Cl)cc1N1CCN(C(=O)Cc2csc(Nc3nc(=S)[nH]c4ccccc34)n2)CC1
  4%[57.1 µM]	-2	0.1	34%[57.1 µM]	7%	-0.2	-14%	1	-1
8. O=C(CN1CCN(Cc2ccc3c(c2)OCO3)CC1)Nc1ccc2c(c1)OCO2
  -6%	7	1.4	3%	4%	0.4	-10%	3	-5
9. CS(=O)(=O)N(CC(=O)NC1CC2CCC1C2)c1ccc(Oc2ccccc2)cc1 (centres undefined)
  -5%	-2	0.5	21%[57.1 µM]	10%	-0.4	-13%	-2	2
10. CNC1(C)[C@H]2CC[C@H](C2)C1(C)C (some centres undefined)
  0%	x	x	-2%	0%	x	-4%	-1	x
11. Cc1cc(C)n(CC(=O)NNC(=O)COc2ccc(Br)cc2F)n1
  -3%	x	x	-5%	6%	x	0%	-1	x
12. CCSc1nc(-c2ccc(OC)cc2)n(-c2nc3ccccc3s2)n1
  13%[57.1 µM]	7	0.9	7%[57.1 µM]	1%	0.4	-22%	1	2
13. Cc1cc2nc3n(c2cc1C)CC1CC(C(=O)NCCc2cccs2)N(C)C31 (centres undefined)
  13%[2.29 µM]	8	0.0	-3%	0%[38.3 µM]	-0.3	-5%	-6	-2
14. O=C(O)c1nc(Cl)c(Cl)c(N/N=C/c2ccccc2C(F)(F)F)c1Cl
  -21%	9	-1.1	-10%	7%	0.4	-12%	-8	2
15. O=C(O)CCOc1ccc2c(c1)OCCO2
  16%	-7	2.1	33%	2%	0.7	-15%	2	2
16. O=[N+]([O-])c1cccc(NC(=S)NCc2ccncc2)c1
  0%	-7	0.5	-9%	-2%	-1.0	-24%	-6	2
17. COc1ccc(CC(NC(C)=O)C(=O)NC2CCN(c3nc(C)cc(C)c3C#N)CC2)cc1 (centres undefined)
  33%[activator]	2	-0.1	3%	-3%	1.1	-4%	-1	3
18. O=S(=O)(NCCSc1ccccc1)c1ccc2c(c1)OCCO2
  -3%[57.1 µM]	-5	-0.7	9%[57.1 µM]	-4%	-0.4	-12%	-4	7
19. CC(C)c1ccc(S(=O)(=O)Nc2ccc(SC(F)F)cc2)cc1
  -15%	-9	0.4	-1%	-13%	0.3	-27%	-3	0
20. CCOC(=O)c1c(NC2OC(=O)c3c2ccc(OC)c3OC)sc(C(=O)OC(C)(C)C)c1C (centres undefined)
  8%[57.1 µM]	1	-1.4	-2%[57.1 µM]	-3%	-0.3	-24%	2	6
21. Cc1nn2c(=O)cc(COC(=O)c3ccccc3NC(=O)COc3ccccc3C)nc2s1
  0%[57.1 µM]	x	x	7%[57.1 µM]	-3%	1.6	-23%	3	-4
22. COc1ccc(S(=O)(=O)N2CCN(Cc3cccc(OC)c3OC)CC2)cc1
  -6%	-10	0.8	15%	5%	0.0	2%	5	-2
23. O=C1/C(=C\c2cc(Br)cc(Br)c2O)SC(=S)N1Cc1ccccc1
  -11%	15	3.5	-47%	-20%	2.8	-7%	8	0
24. Cc1ccc2c(CC(=O)N3CCOCC3)coc2c1
  3%	4	0.4	13%	0%	0.1	-8%	-2	-6
25. Cc1ccccc1NC(=O)CSc1nc2c(c(=O)n(C)c(=O)n2C)n1Cc1ccccc1F
  11%[11.4 µM]	x	0.5	5%	x	-0.1	10%	-1	-2
26. CC(C)OC(=O)c1c(-c2ccc(C(C)C)cc2)csc1NC(=O)C1CCCO1 (centres undefined)
  -4%	-12	0.8	1%	-4%	0.3	u	2	9
27. O=C(COc1ccccc1)Nc1ccc(S(=O)(=O)N2CCCCCC2)cc1
  0%	2	0.1	25%	3%	-0.6	-16%	-2	0
28. CCOc1ccc(S(=O)(=O)N(CC(=O)O)c2ccc(C)cc2)cc1
  -3%	2	-0.7	-1%	0%	0.6	2%	3	-2
29. Cc1cccc(NC(=O)CNC(=O)CN2C(=O)NC(C)(CCC(C)C)C2=O)c1C (centres undefined)
  3%[57.1 µM]	x	x	2%[57.1 µM]	0%	x	-10%	2	x
30. COc1cccc(-c2c(-c3cc(OC)cc(OC)c3)n(C)c3ccc(Br)cc23)c1
  15%[57.1 µM]	3	1.3	10%[57.1 µM]	-10%	0.4	-32%	0	4
31. CC1CC(C)CN(S(=O)(=O)CCNC(=O)c2ccccc2)C1 (centres undefined)
  -8%	-23	-0.5	-2%	-3%	-0.3	3%	4	5
32. CCOC(=O)C1CCN(C(=O)Nc2cc(Cl)cc(Cl)c2)CC1
  -7%	10	-0.4	22%[57.1 µM]	8%	0.2	-7%	0	-3
33. COC(=O)c1cc(C(=O)NCc2ccccc2)c(=O)[nH]c1C
  6%	-1	0.4	-14%	0%	-0.3	-5%	5	-1
34. CCCOc1ccccc1C1NC(=O)NC(C)=C1C(=O)OCCOCC (centres undefined)
  -3%	-11	-1.4	2%	5%	-1.1	1%	-25	-1
35. Cc1ccc(CCC(=O)NCc2ccccc2)o1
  0%	-8	-1.4	-26%	-7%	0.0	-23%	6	6
36. COc1cc(C#N)ccc1OC(=O)Cc1cc(OC)c(OC)c(OC)c1
  1%[57.1 µM]	11	3.0	2%[57.1 µM]	1%	0.5	-21%	-6	7
37. COc1cc(S(=O)(=O)N2CCOCC2)cc(C(=O)c2nccn2C)c1OC
  4%	-11	-0.2	-10%	-3%	0.2	18%	1	-4
38. CC(C)n1c(SCC(=O)Nc2nncs2)nnc1C1CC1
  -5%	2	0.5	6%	24%	0.6	-11%	5	0
39. c1ccc(-c2ccccc2OCCn2cncn2)cc1
  -1%	2	0.4	-10%	3%	-1.1	-12%	-4	5
40. C=CCNC1=C(Cl)C(=O)N(c2cccc(Cl)c2Cl)C1=O
  6%[57.1 µM]	9	-0.5	8%[57.1 µM]	3%	0.1	-17%	-10	10
41. COc1ccc(C(=O)N2CC(=O)N(CCc3ccccc3)C(=O)C2)cc1OC
  4%[57.1 µM]	17	0.5	12%[57.1 µM]	4%	0.2	-10%	-14	-6
42. COc1ccccc1NC(=O)c1ccc(NC(=O)CN(C)Cc2ccccc2F)cc1
  -3%	-4	-3.2	15%	0%	-0.2	-10%	3	0
43. O=C(c1ccco1)N1CCN(C(=O)c2snc3ccc(Cl)cc23)CC1
  -14%	7	0.9	-17%	9%	0.3	-6%	0	-5
44. Cc1onc(-c2ccccc2)c1C(=O)NN1CCOCC1
  0%	x	x	7%	2%	x	-8%	0	x
45. COc1ccc(C(=O)C[n+]2ccc(-c3nnc4n3CCCCC4)cc2)cc1
  2%	2	-1.7	-7%	-11%	-0.2	-12%	-13	-6
46. COCCNC(=O)CCn1c(=O)c2cc(OC)c(OC)cc2n(CC(=O)Nc2ccccc2C)c1=O
  24%	x	0.2	4%	6%	-0.2	-5%	-3	4
47. Cc1ccc(NC(=O)C(SCC(=O)O)c2ccccc2)cc1C (centres undefined)
  -1%[57.1 µM]	-13	0.2	13%[57.1 µM]	-3%	0.0	-17%	6	-4
48. CSc1cccc(NC(=S)NC(=O)c2cccnc2)c1
  4%	3	0.7	u	19%	-0.8	-14%	-2	0
49. Cc1ccc(OCC(O)CN2CCC(Cc3ccccc3)CC2)c(C)c1 (centres undefined)
  -4%	26	3.3	17%	5%	3.3	-12%	3	10
50. CN(C=O)CP(=O)(O)CN1CCCCC1
  x	9	-0.1	x	x	0.3	x	x	-1
51. CCC(NC(=O)/C(=C\c1ccc2c(c1)OCO2)NC(C)=O)C(=O)O (centres undefined)
  -8%	-1	0.3	-16%	0%	0.8	-17%	2	2
52. Nc1nc2n(c1C(=O)c1ccccc1)CCC2
  -6%	-4	0.6	-7%	-3%	0.4	-4%	8	-4
53. O=C(COC(=O)C(O)c1ccccc1)c1ccc2c(c1)OCCO2 (centres undefined)
  43%[activator]	7	0.0	-1%	0%	-0.3	-11%	4	4
54. Cc1cc(C)c2oc(-c3cccc(NC(=O)c4ccc(Br)o4)c3)nc2c1
  1%	x	0.4	22%	0%	0.1	-5%	-4	-1
55. CCCCc1ccc(NC(=S)N2CCN(C)CC2)cc1
  -6%	0	-0.1	25%[2.29 µM]	1%	0.3	-12%	3	-1
56. CC1CCCCC1NC(=O)C1CCN(S(=O)(=O)N2CCCCCC2)CC1 (centres undefined)
  8%[57.1 µM]	x	x	12%[57.1 µM]	1%	-0.6	-12%	-1	4
57. CC(=O)n1nc(-c2ccc(Cl)cc2)nc1NCc1ccco1
  2%	13	-0.1	22%	3%	1.7	u	-1	-16
58. COc1ccc(-c2ocnc2C(=O)N2CCN(C(=O)C(c3ccccc3)c3ccccc3)CC2)cc1
  -9%[57.1 µM]	13	0.1	44%[activator][57.1 µM]	2%	5.5	-18%	-4	-13
